Screening data from PubChem BioAssay.
MsrA act = bovine MsrA enzyme activators, primary screen, biochemical, absorbance, HTS; 0.3% of 360,000 active; AID 602163, 2012; purified bovine MsrA, absorbance read-out; Methionine sulfoxide reductase A (Bos taurus); activation, % at 10.6 µM; in the data active = activation above about 7.5%;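 also: 0% = vehicle and 100% = reference activator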
CSN deneddyl inh = inhibitors of CSN-mediated cullin deneddylation, primary screen, biochemical, fluorescence polarization, uHTS. COP9 signalosome complex subunit 5 (Homo sapiens), Q92905. Purified CSN, SCF-Nedd8-OG deneddylation. inhibition, % at 12.5 µM. 0.38% of 360,000 active. AID 651999, 2013;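 active = pattern-corrected inhibition above about 35%, with an unprinted fluorescence ratio check between 0.5 and 1.5, limit read from the data, passing the limit was not always enough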;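 also: 0% = enzyme with substrate and 100% = substrate without enzyme; some results filed as inactive read as strong as hits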
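Material: purified human Csn5 enzyme expressed in HEK293T cells / Medium: Tris buffer pH 7.5, NaCl, DTT, Tween-20, trehalose, ovalbumin / Compound dosing: 12.5 µM single point / Schedule: 90 min incubation of compound, enzyme and substrate at room temperature / Signal: fluorescence polarization of the substrate / Control set: no-enzyme wells high, enzyme-with-substrate wells low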
Rin1-Abl PPI inh = inhibitors of Rin1-Abl protein binding, primary screen, biochemical, TR-FRET; inhibition, % at 7.35 µM; Tyrosine-protein kinase ABL1 (Homo sapiens) + Ras and Rab interactor 1 (Homo sapiens), …; 0.4% of 360,000 active; in the data active = inhibition above about 5%, passing the limit was not always enough
FAS-TE inh = FAS thioesterase domain inhibitors, primary screen, biochemical, fluorescence intensity, uHTS | 0.67% of 360,000 active | recombinant FAS-TE, OMFH fluorogenic substrate, fluorescence endpoint | Fatty acid synthase (Homo sapiens), P49327 | inhibition, % at 15 µM;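 active = compounds whose normalised, plate-corrected inhibition of enzyme fluorescence in the single-dose primary screen is 50% or more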;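 also: 0% = DMSO with enzyme and 100% = substrate without enzyme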
E coli Lon inh = inhibitors of E. coli Lon protease, primary screen, biochemical, fluorescence polarization. P0A9M0. purified E. coli Lon protease. inhibition, % at 7.94 µM. 0.42% of 360,000 active. AID 602123, 2011; in the data active = inhibition above about 13%, passing the limit was not always enough;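 also: 0% = enzyme with probe and DMSO and 100% = no enzyme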
MsrA inhibitor = bovine MsrA enzyme inhibitors, primary screen, biochemical, absorbance, HTS | Methionine sulfoxide reductase A (Bos taurus) | purified bovine MsrA, absorbance read-out | inhibition, % at 15.5 µM | 0.75% of 360,000 active | AID 651718, 2012; in the data active = inhibition above about 4.5%;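 also: 0% = vehicle wells with enzyme and 100% = reference inhibitor wells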
PABP1 MLLE inh = inhibitors of PABP1 MLLE–PAM2 peptide binding, primary screen, biochemical, fluorescence polarization, FITC-PAM2, GST-MLLE; Polyadenylate-binding protein 1 (Homo sapiens), P11940; inhibition, % at 20 µM; 0.36% of 360,000 active; in the data active = inhibition above about 35%, passing the limit was not always enough;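 also: plate controls were DMSO wells with GST-MLLE for no effect and wells lacking GST-MLLE protein for full effect; some results filed as inactive read as strong as hits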
Rpn11 inh = Rpn11 (PSMD14) deubiquitinase inhibitors, primary screen, biochemical, fluorescence polarization, uHTS. human 26S proteasome, Ub4-pepOG fluorescence polarization; 20S core pre-blocked with epoxomicin. calls only at 20 µM. 0.59% of 360,000 active. AID 588493, 2011;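 active = inhibition at 20 µM, scaled to each plate's controls, above about 33%, limit read from the data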
MT1-MMP act inh = blockers of MT1-MMP proenzyme processing, primary screen, HT1080 RFP-PRO-GFP cells, GFP/RFP fluorescence | AID 651647, 2012 | 0.061% of 360,000 active | GFP/RFP ratio change, % at 20 µM | GFP/RFP ratio fluorescence, overnight; percent of plate control window, DMSO zero;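 active = GFP/RFP ratio change of at least 30% with cell ATP level not reduced by more than half and red fluorescence within 50% of control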; also: strong numbers were not always called active
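Test system: HT1080 cells expressing an RFP-PRO-GFP fluorescent reporter construct / Compound dosing: single-point 20 µM compound, 1% DMSO / Schedule: cells overnight before dosing, compound overnight, 37 °C, 5% CO2 / Evaluation: GFP/RFP fluorescence ratio / Control set: DMSO and RFP-L50D-GFP cell wells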
* hit, by the source's call; i = inactive; . = not tested or not shown; + = active, no number.

molecule | MsrA act | MsrA inhibitor | PABP1 MLLE inh | MT1-MMP act inh | CSN deneddyl inh | Rin1-Abl PPI inh | FAS-TE inh | E coli Lon inh | Rpn11 inh
Cc1ccc(Nc2nc(C(=O)N3CCC(C(=O)NCCN4CCOCC4)CC3)cs2)cc1 | -5 | 0.0 | -1 | -9 | -7 | -5 | -3 | -9 | i
CN(C)S(=O)(=O)c1ccc(C(=O)N2CCOCC2)cc1 | 0 | 0.8 | -2 | 3 | -5 | 3 | -8 | -1 | i
Cc1ccc(S(=O)(=O)N2CCN(C(=O)COC(=O)c3ccc(C(C)(C)C)cc3)CC2)c(C)c1 | -5 | 0.1 | -1 | 1 | -1 | 2 | 20 | -9 | i
Cc1c(CCC(=O)N2CCC[C@H]2C(=O)O)c(=O)oc2cc3oc4c(c3cc12)CCCC4 | -3 | . | 13 | 0 | 2 | 0 | -6 | -8 | i
OCCC1CN(CCCn2cccn2)CCN1Cc1ccccc1 (stereo not given) | -2 | -0.3 | -2 | -8 | 6 | 1 | -4 | 8 | i
O=C(CC1C(=O)NCCN1C(=O)Nc1ccc(Cl)cc1)Nc1ccc(F)cc1 (stereo not given) | -5 | 0.4 | 7 | -1 | 1 | -2 | 10 | -3 | i
COc1ccc(CN2CCNC(=O)C2CC(=O)NCc2cc(C)n(C)n2)c(F)c1 (stereo not given) | -3 | 0.0 | 16 | -3 | -1 | -3 | -6 | 10 | i
c1ccc(-c2ccc(CN3C[C@@H]4C(c5ccccc5)C5(c6cccnc6)CC4(C5)[C@H]3c3ccccc3)cc2)cc1 (stereo not given in full) | -2 | 2.6 | 3 | 0 | 2 | 0 | 38 | -8 | i
CCOC(=O)COc1c(-c2ccc(OC)cc2)oc2ccccc2c1=O | 0 | 2.1 | 3 | 2 | 0 | 0 | 17 | -3 | i
Cc1ccc(-c2nc3cc(NC(=O)C(C)C)ccc3o2)cc1C | -4 | -0.2 | 0 | 9 | 0 | -1 | 9 | -5 | i
CCOc1ccc2nc3c(cc2c1)CN(CCOC)C(=NCCOC)S3 | 4 | 1.4 | 2 | -3 | -1 | 1 | 14 | 0 | i
CCc1cccc(CC)c1NC(=O)CSc1nnc(C(C)C)n1CC | -1 | 1.9 | 0 | 2 | 1 | 3 | -9 | -6 | i
COc1cccc(N2CC(C(=O)Nc3nnc(SCCN4CCOCC4)s3)CC2=O)c1 (stereo not given) | -1 | 0.0 | -47 | 4 | 6 | 3 | -1 | 6 | +
CCCCOC(=O)c1ccc(NC(=S)NC(=O)c2c(Cl)cnn2CC)cc1 | -8 | 2.7 | 31 | -8 | -7 | 3 | -30 | -4 | i
O=C(Nc1ccccc1)OCCNC(=O)c1cccc(Cl)c1 | -13 | 0.4 | -10 | 3 | -3 | -1 | -1 | -13 | i
Nc1nc2ccc([N+](=O)[O-])cc2[nH]1 | -1 | 2.2 | -3 | -3 | 6 | -4 | -4 | 8 | i
O=C(NCc1cccs1)c1nc(-c2cccs2)no1 | -3 | -0.1 | -6 | -1 | 5 | 2 | -3 | -4 | i
CCC(C)C(=O)Nc1nc2c(s1)C(=O)CC(C)(C)C2 (stereo not given) | -1 | -1.2 | 4 | -1 | 3 | -6 | -6 | 0 | i
CCc1ccc(NC(=O)CN(c2cccc(C)c2)S(C)(=O)=O)cc1 | -3 | 0.1 | -5 | 0 | 5 | -3 | 1 | -1 | i
O=C(c1cccc(N2CCCC2=O)c1)N1CCN(c2ccccc2)CC1 | 0 | 0.1 | 11 | 10 | 3 | 2 | -6 | -5 | i
CC1CCN(C(=O)COC(=O)c2cc([N+](=O)[O-])ccc2N2CCOCC2)CC1 | -4 | 0.9 | 0 | 4 | 0 | 5 | 71* | -9 | i
CC(C)(C)c1ccc(S(=O)(=O)Nc2ccc(Cc3ccncc3)cc2)cc1 | -7 | 0.4 | -2 | -37 | 7 | 0 | 12 | -7 | i
CC1(Cc2ccc(F)cc2)C(=O)Nc2ccc(-c3cccnc3)cc21 (stereo not given) | -2 | 0.2 | 4 | -10 | 2 | 3 | -4 | -6 | i
COc1ccccc1CC(NC(C)=O)C(=O)NC1CCN(C(=O)Nc2ccc(F)cc2)CC1 (stereo not given) | -1 | 0.4 | -4 | -1 | 0 | 3 | -8 | -5 | i
CCOC(=O)c1nnsc1N | -2 | -0.9 | 4 | 0 | 1 | -2 | -4 | 5 | i
CC(C(=O)O/N=C(\N)c1cccnc1)c1ccc([N+](=O)[O-])cc1 (stereo not given) | -1 | -1.3 | -1 | 1 | -4 | -1 | 5 | 10 | i
CC(C)(C)[C@@H]1COC(=O)[C@H](Cc2ccc(F)cc2)C/C=C\C[C@@H](CC(=O)N(CCO)Cc2ccccc2)C(=O)N1 | 1 | -1.2 | -6 | 0 | -2 | 4 | 6 | -7 | i
COc1ccc(-c2noc(C3CCCN(C(=O)c4ccccc4)C3)n2)cc1 (stereo not given) | -3 | 0.1 | -7 | -2 | 6 | 2 | -10 | -7 | i
CN(C(=O)COC(=O)C1=COCCO1)c1c(N)n(Cc2ccccc2)c(=O)[nH]c1=O | -3 | 1.4 | 2 | -1 | -2 | 0 | -5 | 1 | i
CC1CN(CC(O)COc2ccccc2C(C)(C)C)CC(C)O1 (stereo not given) | -6 | -1.9 | 16 | 2 | 1 | -1 | -4 | -7 | i
O=[N+]([O-])c1cccc(/C=C/c2nc[nH]c2[N+](=O)[O-])c1 | -14 | 1.2 | 4 | -2 | 10 | -4 | -7 | 3 | i
CN(CC(=O)Nc1ccc(F)c(F)c1F)c1ncnc2sccc12 | -1 | -0.5 | 2 | 4 | -7 | -2 | 4 | -3 | i
c1ccc(CCNC2=NCCS2)cc1 | -1 | 0.1 | -10 | 2 | -1 | 0 | -11 | -3 | i
O=C(NCCCn1ccnc1)c1nc(Cn2ccc([N+](=O)[O-])n2)no1 | -1 | 0.8 | 3 | -1 | 0 | 3 | -2 | 10 | i
Cc1[nH]c2ccccc2c1/C=C/c1nc2ccccc2c(=O)n1-c1ccc([N+](=O)[O-])cc1 | -2 | 0.3 | -9 | 1 | -5 | -2 | 15 | 11 | i
COc1ccc(S(=O)(=O)Nc2cccc(SC)c2)cc1C(=O)N1CCOCC1 | 0 | -0.8 | -1 | 4 | 0 | -1 | 0 | 5 | i
Cc1ccc(C(CC(=O)O)NC(=O)c2ccc(S(=O)(=O)N3CCCC3)cc2)cc1 (stereo not given) | -3 | -0.5 | -5 | 0 | -1 | -1 | -5 | 2 | i
CCOC(=O)[C@]12CCC=C1N(Cc1cccc3ccccc13)C(=O)[C@H](CC(=O)NCc1cccs1)C2 | -7 | 0.4 | . | -3 | -2 | . | 15 | 5 | .
COc1ccccc1OCC(=O)O/N=C(\N)c1ccccn1 | -1 | 1.0 | 4 | 0 | -6 | -1 | -6 | 4 | i
CCCn1c(SCC(=O)NCc2cccs2)nc2c1c(=O)n(C)c(=O)n2C | 0 | -0.2 | 9 | 1 | -4 | 3 | -4 | 0 | i
Cc1cc2c(Nc3ccc(C(=O)O)cc3)ncnc2s1 | -7 | 2.4 | -3 | 0 | 2 | 0 | -3 | 0 | i
Cc1ccc(OCCC(=O)OCC(=O)NC(=O)NC2CCCC2)cc1 | -1 | -0.4 | 19 | 1 | -3 | -5 | 3 | -3 | i
COc1ccccc1-c1oc2ccccc2c1-c1ccc2c(c1)OCO2 | -1 | 1.4 | -2 | -3 | -6 | 0 | 29 | 1 | i
CCOc1ccc(CNCCN2CCCC2)cc1 | -2 | -1.0 | -7 | 3 | 6 | 0 | 0 | -5 | i
Cc1cc(-c2ccccc2)nc2c(Br)c(=O)[nH]n12 | -3 | 0.5 | -107 | -4 | 3 | -1 | -7 | -2 | i
OC(Cc1ccnc2ccccc12)C(Cl)(Cl)Cl (stereo not given) | -2 | -1.3 | 7 | -4 | 5 | 3 | -2 | -5 | i
CC1(CC(=O)N/N=C/c2ccc(-c3ccc(Cl)cc3)o2)OCCO1 | -10 | 7.7* | -5 | -1 | -4 | 2 | -8 | 1 | i
CN(C)S(=O)(=O)N1CCN(C(=O)c2cccc(Br)c2)CC1 | -1 | -1.3 | 0 | 1 | 3 | 2 | -6 | -3 | i
O=C(C(=O)N1CCCCC1)c1c(-c2ccccc2)[nH]c2ccccc12 | -10 | 1.7 | -2 | 2 | 3 | -2 | -3 | 15 | i
Cc1cc(C)nc(N/C(=N\S(=O)(=O)Cc2ccccc2)Nc2cccc(Cl)c2C)n1 | -2 | 0.1 | 10 | 5 | -2 | -6 | 34 | 13 | i

Reprinted at random: two records from the list
molecule | MsrA act | MsrA inhibitor | PABP1 MLLE inh | MT1-MMP act inh | CSN deneddyl inh | Rin1-Abl PPI inh | FAS-TE inh | E coli Lon inh | Rpn11 inh
c1ccc(CCNC2=NCCS2)cc1 | -1 | 0.1 | -10 | 2 | -1 | 0 | -11 | -3 | i
OC(Cc1ccnc2ccccc12)C(Cl)(Cl)Cl (stereo not given) | -2 | -1.3 | 7 | -4 | 5 | 3 | -2 | -5 | i

The list goes on.
molecule | MsrA act | MsrA inhibitor | PABP1 MLLE inh | MT1-MMP act inh | CSN deneddyl inh | Rin1-Abl PPI inh | FAS-TE inh | E coli Lon inh | Rpn11 inh
Cc1ccc(NC(=O)Cc2csc(-c3ccccc3)n2)cc1F | -2 | -0.4 | 8 | 5 | 2 | -1 | 33 | 3 | i
O=C(CSc1nnc(CNC(=O)c2cccs2)o1)Nc1ccccc1F | -5 | -0.6 | 19 | 1 | 2 | 0 | -5 | 10 | i
O=C(c1cccs1)C1CCCN(Cc2nc(Cc3ccccc3F)no2)C1 (stereo not given) | -3 | -0.6 | 4 | 5 | 2 | 1 | 25 | 0 | i
COc1cccc(C(=O)SC2=NCCS2)c1 | -3 | 1.9 | 1 | 13 | 4 | -3 | -5 | 1 | i
OCCCNc1nc(-c2ccccc2)nc2c1oc1ccccc12 | -4 | -0.5 | -7 | -2 | 3 | 0 | 6 | -1 | i
CC(c1ccccc1)n1c(-c2cccs2)nc2c(c(=O)c3ccccc3n2C)c1=O (stereo not given) | -1 | 0.3 | 11 | 0 | -2 | -1 | 20 | -11 | i
CCOC(=O)C1=C(C)NC(=O)NC1c1ccc(OCCO)c(OC)c1 (stereo not given) | 1 | -0.9 | -1 | 3 | -3 | -6 | -3 | 10 | i
CCOC(=O)NC(O)C(=O)c1cccs1 (stereo not given) | -1 | 2.0 | -5 | 6 | -1 | -1 | -8 | -8 | i
CCS(=O)(=O)N1Cc2ccccc2CC1C(=O)OCC(=O)Nc1ccc(SC(F)F)cc1 (stereo not given) | 1 | -0.4 | -9 | 4 | -3 | 2 | 34 | 2 | i
Cc1ccc(S(=O)(=O)N2CCCCC2)cc1NCC(=O)Nc1ccc(Br)cc1F | -2 | -0.5 | -10 | 1 | 4 | -2 | 22 | -1 | i

No enrichment for hits. Share with any hit: about 3.7%.
